Screening results deposited in PubChem BioAssay by National Center for Advancing Translational Sciences (NCATS).
TDP-43 yeast inh: inhibitors of TDP-43 toxicity in yeast; TDP-43 expressing yeast growth rescue, BacTiter-Glo, 24 h; Potency, µM (doses to about 46.1 µM), without a hit: at the highest dose growth rescue (activation), most hits filed as activators; actives 1.8% (n = 410,000); AID 652104; note: potency is the fitted concentration of half-maximal effect; % of control where 0% means no effect; nearly all actives have a fitted effect of over 50% in size
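Readout is BacTiter-Glo luminescence of cell growth, so inhibitors register as activators. TDP-43-expressing yeast at OD600=0.02 in galactose medium, after raffinose pregrowth to mid-log, were incubated with compound for 24 hr at 30 deg C.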
aSyn rescue: inhibitors of alpha-synuclein toxicity in yeast | Yeast expressing alpha-synuclein, growth rescue, BacTiter-Glo, 24 h | Potency, µM (titrated, usually from 46.1 µM), for inactives: at the top dose growth rescue (activation), most hits filed as activators | actives 0.14% (n = 370,000); note: potency is the fitted concentration of half-maximal effect; % of control where 0% means no effect; nearly all actives have a fitted effect of over 65% in size
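Readout is rescue of growth in alpha-synuclein-expressing yeast, so inhibitors of toxicity appear as activators. Growth after 24 hr at 30 deg C in galactose medium is quantified by luminescence.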
FUS yeast rescue: FUS proteinopathy suppression in yeast. S. cerevisiae FUS-expressing, growth rescue, OD600, 24 h. Potency, µM (highest dose often 76.6 µM), for the others: at the top dose growth rescue (activation), most hits filed as activators. actives 0.24% (n = 390,000). AID 1347120;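 note: potency is the fitted concentration of half-maximal effect; plate controls were DMSO vehicle for no effect and reference control for full effect; nearly all actives have a fitted effect of over 55% in size; some results filed as inactive show a strong effect at the top dose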
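Yeast FUS proteinopathy model; galactose-induced FUS (2%), starting OD 0.005. Cpds in dilution series, 24hr, 30C, 99% humidity. Abs 600 nm growth. Pos ctrl CP55940 (top 92uM final); neg ctrl DMSO.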
GLP1R inv ag: GLP-1 receptor (human) inverse agonism. Potency, µM (doses to about 38.3 µM), for the others: at the top dose activity change, negative = inhibition, most hits filed as inhibitors. HEK293 GLP-1R CRE-luciferase, luminescence, 24 h; GLP-1R form is constitutively active. actives 1.6% (n = 410,000). P43220; note: potency is the fitted concentration of half-maximal effect; % is set by controls: 0 for no effect and ±100 for the full control effect; nearly all actives have a fitted effect of over 55% in size
Target sequence (P43220 whole entry, looked up): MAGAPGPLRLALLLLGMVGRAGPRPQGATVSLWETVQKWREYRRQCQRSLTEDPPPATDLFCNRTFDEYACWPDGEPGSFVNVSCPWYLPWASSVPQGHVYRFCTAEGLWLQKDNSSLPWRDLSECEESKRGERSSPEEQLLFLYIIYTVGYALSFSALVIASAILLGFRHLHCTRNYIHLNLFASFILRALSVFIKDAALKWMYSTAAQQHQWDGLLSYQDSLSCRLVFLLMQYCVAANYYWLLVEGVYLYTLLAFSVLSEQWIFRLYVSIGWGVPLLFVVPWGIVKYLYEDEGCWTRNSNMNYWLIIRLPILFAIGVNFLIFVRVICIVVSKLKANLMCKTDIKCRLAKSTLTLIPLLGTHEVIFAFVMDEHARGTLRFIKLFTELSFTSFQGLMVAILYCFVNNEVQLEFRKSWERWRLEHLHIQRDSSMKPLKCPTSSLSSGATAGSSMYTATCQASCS
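qHTS in 1536-well format: reporter HEK293 cells expressing constitutive GLP-1R activity in DMEM + 10% Nu serum, 24 hr with compounds at 37 deg C, luminescence read after 12 min with detection reagent.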
GLP1R cytotox: cytotoxicity counter-screen for GLP-1 receptor inverse agonists | HEK293 cAMP-luciferase reporter cells, luminescence, 24 h | Potency, µM (top dose mostly 38.3 µM), for the others: top-dose activity change, negative = inhibition, hits mostly inhibitors | actives 0.13% (n = 410,000) | AID 624418;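 note: loss of luciferase light is scored as toxicity; potency is the fitted concentration of half-maximal effect; % is set by controls: 0 for no effect and ±100 for the full control effect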
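Here, cytotoxicity is scored as loss of luminescence. The MLSMR collection was tested on cells seeded in medium containing 10% Nu serum, with a 24 hr compound exposure preceded by 12 hours of culture.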
PTHR1 ag: PTHR1 (human) receptor agonism; AID 743266; actives 0.075% (n = 410,000); HEK293 GP2 PTHR1 cells, GloSensor cAMP luminescence, 1 h; Potency, µM (series often up to 115 µM), for the others: at the top dose activation, usual class: activators; Q03431; note: potency is the fitted concentration of half-maximal effect; nearly all actives have a fitted effect of over 55% in size; some results filed as inactive show a strong effect at the top dose; inactives centre near -15; many of its hits are not listed in these tables
Target sequence (Q03431 whole entry, looked up): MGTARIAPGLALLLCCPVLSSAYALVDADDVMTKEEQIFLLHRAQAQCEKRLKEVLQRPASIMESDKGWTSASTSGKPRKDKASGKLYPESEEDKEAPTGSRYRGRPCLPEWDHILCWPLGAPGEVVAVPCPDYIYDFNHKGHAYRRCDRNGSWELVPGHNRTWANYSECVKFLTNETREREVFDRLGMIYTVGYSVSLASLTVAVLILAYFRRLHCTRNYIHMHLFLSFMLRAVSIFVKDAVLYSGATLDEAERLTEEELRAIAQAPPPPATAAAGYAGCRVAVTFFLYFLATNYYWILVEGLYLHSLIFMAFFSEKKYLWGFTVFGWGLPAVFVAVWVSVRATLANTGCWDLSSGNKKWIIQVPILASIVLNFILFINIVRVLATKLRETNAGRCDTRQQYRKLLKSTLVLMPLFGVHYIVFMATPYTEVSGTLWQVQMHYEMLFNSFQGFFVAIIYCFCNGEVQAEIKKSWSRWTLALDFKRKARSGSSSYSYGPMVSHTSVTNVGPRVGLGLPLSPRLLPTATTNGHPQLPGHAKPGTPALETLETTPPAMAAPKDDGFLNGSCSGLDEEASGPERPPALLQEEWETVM
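HEK-293-derived GP2 cells expressing PTHR1 and a GloSensor cAMP reporter, 3,000/well, plated overnight, given luciferin plus IBMX (each 0.5 mM as added) for 1 h at 37 °C, then compound for 1 h at 37 °C. Luminescence was read after 15 min at room temperature.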
Akt phos inh: Akt phosphorylation inhibition | Neuro2A IGF-stimulated pAkt S473 HTRF, 20 min; active compounds read low | activity change, % for hits at 50 µM | actives 0.32% (n = 360,000); in the data active = activity change below about -80%; inconclusive = mostly about -51% to -80%; note: % is set by controls: 0 for no effect and ±100 for the full control effect
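Single-point screen (50 µM final compound) in Neuro2A cells stimulated 20 min with 6 nM IGF at 37 deg C. After lysis, Ser473-phosphorylated Akt read by HTRF (ex 330 nm, em 615/665 nm) as the 665/615 ratio.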
Abeta yeast res: restores growth of yeast expressing A-beta42 peptide | yeast expressing A-beta42, growth rescue, OD600, 48 h; response scale: 0% DMSO, 100% iron-clioquinol control | Potency, µM (doses to about 46.1 µM), for inactives: top-dose growth rescue, most hits filed as activators | actives 0.063% (n = 410,000) | AID 1347071; note: potency is the fitted concentration of half-maximal effect; nearly all actives have a fitted effect of over 55% in size
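Yeast A-beta toxicity model in growth medium with pinned compounds, 48 h at 30 C; growth read as absorbance at 600 nm. Normalized to FeCl3/clioquinol equimolar mix (positive) and DMSO (negative).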
MmCpn inh: blocks the Methanococcus maripaludis chaperonin Mm-Cpn; purified Mm-Cpn ATPase, ADP Transcreener TR-FRET; AID 504842; Potency, µM (series often up to 76.9 µM), for the others: at the top dose activity, negative = inhibition, most hits filed as inhibitors; actives 0.031% (n = 330,000); note: potency is the fitted concentration of half-maximal effect; % is set by controls: 0 for no effect and ±100 for the full control effect; nearly all actives have a fitted effect of over 80% in size
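25 nM Mm-CPN + cpd, 10 min 37°C; + 10 uM ATP, 30 min 37°C; buffer 30 mM Tris pH 7.4, 100 mM KCl, 5 mM MgCl2, 1 mM DTT; Transcreener ADP HTRF detection 30 min RT.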
* = called active by the depositor; i = inactive; u = inconclusive; x = no result given; & = joins results of further samples; [ ] = remark or other dose. Unless noted, calls come from the whole dose curve; as a rule, active = well fitted curve in the direction sought with a large enough effect; inconclusive = small, poorly fitted or top-dose-only effect, or another doubt; inactive = no such curve, though single readings can be large; an effect the other way counts as inactive or inconclusive. The list is partial, so the mix of outcomes need not match the whole.

Each structure is followed by: TDP-43 yeast inh | aSyn rescue | FUS yeast rescue | GLP1R inv ag | GLP1R cytotox | PTHR1 ag | Akt phos inh | Abeta yeast res | MmCpn inh
- c1ccc(-c2cc(-c3ccccc3)[n+](-c3ccccc3)c(-c3ccccc3)c2)cc1
  -16% | 4% | 15% | u | u | -93%[inhibitor] | i | 11% | 0%
- N=Cc1c(O)n(-c2ccccc2)c(=O)n(-c2ccccc2)c1=O
  -9% | 4% | -33% | -7% | -5% | i | i | 0% | -7%
- CSc1ccccc1C(=O)C1CCCN(Cc2ccn[nH]2)C1 (stereo unspecified)
  12% | 0% | -8% | -13% | -12% | -12% | i | 4% | -1%
- COc1cccc(C(c2nnnn2C2CCCC2)N2CCC3(CC2)C(=O)NCN3c2ccccc2)c1OC (stereo unspecified)
  0% | -7% | u | -17% | -10% | -18% | i | 2% | x
- CCCCOP(=O)(CN1CCOCC1)OCCCC
  0% | -1% | -9% | 21% | 14% | i | i | -8% | 0%
- COCCCNC(=O)Cn1cc(/C=C2\C(=O)NC(=O)N(c3ccccc3F)C2=O)c2ccccc21
  -8% | 1% | 28% | 18% | 12% | -35%[inhibitor] | i | -13% | -2%
- C=CC[n+]1c(-c2ccc(C)cc2)csc1Nc1c(C)n(C)n(-c2ccccc2)c1=O
  2% | 0% | 7% | u | -18% | -14% | i | -4% | 2%
- Cc1[nH]c(=O)[nH]c(=O)c1/C=C/C(=O)OCC(C)C
  -3% | 6% | 7% | 78%[activator] | 20% | -17% | i | -7% | 1%
- O=C(c1cc(C(=O)NCc2ccccc2)c(=O)n(Cc2ccccc2)c1)c1cc(Br)ccc1O
  -8% | 4% | x | u | -1% | i | i | -3% | -23%
- CN(C)CCN=Cc1c(O)n(C2CCCCCC2)c(=O)[nH]c1=O
  -1% | -6% | 0% | -12% | -9% | 1%[57.5 µM] | i | -13% | -1%
- Cc1ccc(S(=O)(=O)NN=Cc2cc(Cl)ccc2O)cc1
  -18% | -30%[inhibitor] | 7% | 12% | -12% | -31% | i | 16% | x
- COc1ccc(OCC(=O)N2CCN(Cc3cccc(OC)c3OC)CC2)cc1
  14% | x | -10% | -9% | 2% | i | x | 0% | x
- CC(C)(C)c1nc(NCc2ccc3c(c2)OCO3)c2nnn(Cc3ccccc3Cl)c2n1
  -17% | -11% | 1% | 10% | 0% | i | i | 8% | -2%
- Cc1c(C(=O)N2CCC3(CC2)OCCO3)oc2ccccc12
  -3% | 3% | 0% | -14% | -4% | i | i | 13% | 0%
- CCc1ccc(CN2CCN(Cc3cc(Br)ccc3O)CC2)cc1
  -4% | 0% | -1% | u | -11% | -16% | i | 23% | 0%
- C=CCN1C(=O)NC(=O)/C(=C/c2ccc(N(C)C)c(Br)c2)C1=O
  -16% | 1% | -5% | 1% | -2% | -28% | i | 15% | u
- CC(C)NS(=O)(=O)c1ccc2c(c1)oc(=O)n2C
  -20% | 6% | -1% | 3% | 2% | 29% | i | -17% | -1%
- COC(=O)C1=C(c2cc3ccccc3o2)C[C@@H]2CC[C@H]1N2C(=O)NCc1ccc(F)cc1
  u | 28% | u | 11µM* | -2% | -39%[inhibitor] | i | 5% | x
- Cc1ccccc1C1=NCC(=O)N(CC(=O)N2CCCCC2)c2sc(C)c(C)c21
  -2% | -4% | 24% | 0% | -32% | -1%[57.5 µM] | i | 8% | -5%
- Clc1cccc(N2CCNCC2)n1
  9% | 2% | 1% | -14% | -4% | -60%[inhibitor] | i | -2% | 6%

Taken from above:
COc1ccc(OCC(=O)N2CCN(Cc3cccc(OC)c3OC)CC2)cc1 in FUS yeast rescue has -10%
CSc1ccccc1C(=O)C1CCCN(Cc2ccn[nH]2)C1 (stereo unspecified) in PTHR1 ag has -12%

Additional compounds.
Each structure is followed by: TDP-43 yeast inh | aSyn rescue | FUS yeast rescue | GLP1R inv ag | GLP1R cytotox | PTHR1 ag | Akt phos inh | Abeta yeast res | MmCpn inh
- Cc1cccc(C)c1NC(=O)C(c1ccccc1F)n1c(=O)c(-c2cc3ccccc3[nH]2)nc2ccccc21 (stereo unspecified)
  63% | u | 34% | u | x | -22% | i | u | x
- O=C(O)Cn1cc(C(=O)c2ccccc2F)c2ccccc21
  14% | 7% | -5% | 15% | 7% | i | i | -7% | 0%
- CCCCn1nnnc1C(c1cccc(OC)c1OC)N1CCC2(CC1)C(=O)NCN2c1ccccc1 (stereo unspecified)
  12% | 1% | u | -30% | -15% | -19% | i | -9% | x
- COc1ccc(CN2Cc3cnnn3-c3ccccc3C2C)cc1 (stereo unspecified)
  u | -4% | -19% | u | -14% | -1% | i | 6% | x
- Cc1cccc(-n2c(O)c(/C=N/NC(=O)c3ccncc3)c(=O)[nH]c2=O)c1
  1% | -3% | 16% | 5% | -11% | i | i | 4% | -1%
- Cn1cc(/C=C2\C(=O)NC(=O)N(c3ccccc3)C2=O)c2ccccc21
  -21% | -3% | u | 12% | 11% | -80%[inhibitor] | i | -6% | -3%
- CC1=C2C(=O)C3C(CC=C4CC(O)CCC43C)C2CCC12OC1CC(C)CNC1C2C (stereo unspecified)
  6% | 5% | 2% | -21% | -1% | i | i | -31% | 0%
- O=[N+]([O-])c1cc(F)c(N2CCCCCC2)cc1N1CCNCC1
  -25% | 4% | x | 4% | -22% | i | i | -7% | -2%
- COc1ccc(C2SCC(=O)Nc3c2c(C)nn3C2CCOC(C)(C)C2)cc1 (stereo unspecified)
  -15% | 0% | 28% | 34%[activator] | 15% | 19% | i | 3% | 0%
- CC(=NCCN1CCOCC1)c1c(O)n(C2CCCCC2)c(=O)[nH]c1=O
  -7% | -9% | 8% | 4% | -2% | i | i | -9% | 0%
- COc1ccc(C2=NCc3nnc(C)n3-c3ccc(Cl)cc32)cc1Cl
  -8% | 2% | 7% | 186%[activator] | u | i | i | 21% | 0%
- CCc1ccc(-c2nc(CSCC(=O)N3CCN(c4ccc(F)cc4)CC3)c(C)o2)cc1
  3% | x | 37% | 7% | 2% | -71%[inhibitor] | x | -13% | x
- CCOc1ccc(CNC(=O)CSc2c3c(nc4cc(Cl)ccc24)CCCC3)cc1
  u | x | 25% | -6% | -4% | -2% | x | -10% | x
- Cc1cc(C)[n+](CCCC[n+]2c(C)cc(C)cc2C)c(C)c1
  18% | -3% | -13% | 2% | 10% | -5% | i | 6% | -5%
- OCC1(CO)COC(c2cccnc2)N1 (stereo unspecified)
  0% | 0% | 10% | 5% | -5% | i | i | -5% | 1%
- CNC(=O)Oc1cccc(-c2cn3cc(Cl)ccc3n2)c1
  -8% | -14% | 14% | u | 0% | -15% | i | -34%[inhibitor] | 3%
- Cc1ccc(OC(=O)N(C)C[C@H]2OCc3cnnn3CCCC(=O)N([C@@H](C)CO)C[C@H]2C)cc1
  0% | 0% | -2% | 9% | 5% | 6% | i | -7% | x
- COc1cccc(N2CCN(Cc3ccc(Cl)cc3)CC2)c1
  -2% | -4% | 33% | 0% | -2% | i | x | -8% | -3%
- COc1ccc2[nH]cc(CCNCc3cccnc3)c2c1
  8% | 0% | -4% | -3% | 2% | -11% | i | 7% | 0%
- O=C(Nc1ccc(Cl)cc1C(=O)c1ccccc1)c1cc(Cl)cc(Cl)c1
  -5% | x | -28% | -7% | 6% | i | x | -9% | x

Next section.
Each structure is followed by: TDP-43 yeast inh | aSyn rescue | FUS yeast rescue | GLP1R inv ag | GLP1R cytotox | PTHR1 ag | Akt phos inh | Abeta yeast res | MmCpn inh
- C[C@]12CC[C@H](O)CC1=C([N+](=O)[O-])CC1C2CC[C@@]2(C)C1CC[C@@H]2O (stereo partly specified)
  0% | 3% | 1% | 3% | -4% | i | i | 3% | -16%
- COC(=O)C1CN(C#N)N(c2ccc(Cl)cc2)C12c1ccccc1-c1ccccc12 (stereo unspecified)
  16µM* | 3% | 35% | u | u | -26% | i | -13% | 0%
- S=P(NC1CCCCC1)(N1CC1)N1CC1
  2% | -7% | -19% | -34% | 2% | i | i | -12% | -2%
- C=C1C(=O)C23C(O)C1CCC2C12CCCC(C)(COC(C)=O)C1C(O)C3(O)OC2 (stereo unspecified)
  u | -1% | x | u | 2.5µM* | -93%[inhibitor] | i | -31%[inhibitor] | x
- CCCNC(=O)c1c(N)n(Cc2ccc3c(c2)OCO3)c2nc3ccccc3nc12
  -5% | -4% | -4% | 0% | 8% | -1% | i | -1% | 0%
- COc1ccc2c3c1OC1C(O)C=CC4[C@@H](C2)N(C)CC[C@]314 (stereo partly specified)
  2% | -3% | -20% | 5% | 5% | -13% | i | -22% | 0%
- COc1cc(C2c3cc4c(c(O)c3CC3COC(=O)C32)OCO4)cc(OC)c1OC (stereo unspecified)
  0% | 4%&0% | x | -49% | -46% | -22% | i | 0% | x
- CCN(CC)c1ccc(/C=N/NC(=O)CNC(=O)C2COc3ccccc3O2)c(O)c1 (stereo unspecified)
  -2% | 0% | 33% | u | u | -24% | i | -21% | 1%
- CC(=O)Nc1ccccc1C(=O)OCC(=O)c1cccc2ccccc12
  u | 5% | 29% | 3% | 8% | -26% | i | -12% | -9%
- Cc1ccc(OP(=O)(Nc2cccc(C)c2)Oc2ccc(C)cc2)cc1
  -6% | 9% | 14% | u | -17% | -11% | i | 17% | 0%
- CCCC1=Nc2cc(C(=O)NC3CCC(C)CC3)ccc2Sc2ccccc21 (stereo unspecified)
  4% | x | 1% | u | -16% | i | x | -3% | x
- Cc1cc(OCC(=O)N2CCN(CCc3ccncc3)CC2)cc(C)c1Cl
  -14% | x | 1% | -21% | -6% | i | x | -24% | x
